Source: PubChem BioAssay (National Center for Advancing Translational Sciences (NCATS))
Pol beta inh – DNA polymerase beta (human) inhibition; P06746; Pol beta primer extension/strand displacement, fluorescence kinetic; Potency, µM (top dose mostly 114 µM), inactives show at the highest dose activity change, negative = inhibition, actives largely listed as inhibitors; 340,000 compounds, 1.3% hits; further: potency means the concentration at half of the fitted maximal effect; on the % scale 0 is the no-effect control and ±100 the full control effect
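Values derive from four-parameter Hill fits of normalized kinetic data: reads at 0 and 10 min following addition of 50 nM substrate to 10 nM Pol beta preincubated 15 min with compound.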
POLK inh – DNA polymerase kappa (human) inhibition. Q9UBT6. purified Pol kappa, fluorescent DNA synthesis assay, 10 min. Potency, µM (series often up to 107 µM), for inactives: at the highest dose activity, negative = inhibition, hits mostly inhibitors. 400,000 compounds, 0.53% hits. AID 588579; further: potency means the concentration at half of the fitted maximal effect; on the % scale 0 is the no-effect control and ±100 the full control effect
Target sequence (Q9UBT6 whole entry, looked up): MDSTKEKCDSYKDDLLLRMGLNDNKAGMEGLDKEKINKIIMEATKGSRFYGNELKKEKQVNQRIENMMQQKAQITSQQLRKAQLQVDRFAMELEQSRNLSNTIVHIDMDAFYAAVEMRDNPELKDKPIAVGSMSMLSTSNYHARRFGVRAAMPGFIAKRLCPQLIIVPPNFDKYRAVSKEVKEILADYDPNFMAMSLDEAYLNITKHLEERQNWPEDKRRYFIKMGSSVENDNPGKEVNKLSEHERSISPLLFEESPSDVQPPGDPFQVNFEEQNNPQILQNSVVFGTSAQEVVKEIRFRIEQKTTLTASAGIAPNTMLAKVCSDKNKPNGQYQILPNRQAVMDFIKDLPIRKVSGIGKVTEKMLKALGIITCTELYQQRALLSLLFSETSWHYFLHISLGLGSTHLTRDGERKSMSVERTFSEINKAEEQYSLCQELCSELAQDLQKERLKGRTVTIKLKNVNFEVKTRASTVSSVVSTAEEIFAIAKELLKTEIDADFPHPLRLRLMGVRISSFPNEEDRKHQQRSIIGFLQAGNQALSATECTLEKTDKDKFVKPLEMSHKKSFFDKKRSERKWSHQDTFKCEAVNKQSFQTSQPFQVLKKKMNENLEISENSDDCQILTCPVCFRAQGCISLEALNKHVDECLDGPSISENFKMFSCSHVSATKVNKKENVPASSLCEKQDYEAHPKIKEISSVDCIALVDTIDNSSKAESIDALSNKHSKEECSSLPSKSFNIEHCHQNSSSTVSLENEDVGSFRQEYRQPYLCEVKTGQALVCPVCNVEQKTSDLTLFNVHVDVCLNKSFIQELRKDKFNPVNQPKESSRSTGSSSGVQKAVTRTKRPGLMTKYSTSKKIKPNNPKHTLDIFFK
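First, compounds were pin-transferred onto 10 nM Pol kappa. After 15 min at room temperature, substrate was added to 50 nM final. Fluorescence was then measured kinetically at 0 and 10 min.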
APEX1 inh – inhibitors of human APE1 endonuclease | P27695 | recombinant APE1, TAMRA/BHQ-2 abasic DNA cleavage fluorescence | Potency, µM (doses to about 65.8 µM), for inactives: top-dose activity change, negative = inhibition, most hits filed as inhibitors | 350,000 compounds, 0.35% hits | AID 2517;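 further: potency means the concentration at half of the fitted maximal effect; plate controls were vehicle for no effect and reference inhibitor for full effect; nearly all actives have a fitted effect of over 55% in size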
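APE1 at 0.75 nM final was preincubated with compound 15 min at room temperature, then 50 nM double-stranded THF abasic-site substrate (5'-TAMRA/3'-BHQ-2) was added. Fluorescence (ex 525/em 598 nm) was read kinetically; third-minus-first read gave activity.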
LDHA block – inhibitors of human lactate dehydrogenase A; 480,000 compounds, 0.15% hits; P00338; activity change, % (values are at about 110 or 230 µM); purified LDHA, NADH/diaphorase-resazurin fluorescence; active compounds read low; AID 1347041; in the data active means activity change below about -30%; inconclusive means mostly about -25% to -30%;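 further: plate controls were DMSO wells for no effect and wells without enzyme for full effect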
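Human LDH5 at 2 nM final in Tris HCl pH 7.4 with 0.06 mM NADH and 0.2 mM pyruvate, reacted 5 minutes at room temperature. Remaining NADH coupled via diaphorase/resazurin; resorufin fluorescence read at 0 and 20 minutes, normalized to enzyme-free and DMSO wells.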
GRP78 ERSR act – induces the endoplasmic reticulum stress response in human glioma cells; U87-MG GRP78 promoter luciferase reporter, 16 h; Potency, µM, without a hit: at the highest dose activation, hits mostly activators; 420,000 compounds, 0.02% hits; further: potency means the concentration at half of the fitted maximal effect; series mostly up to about 76 µM; % of control where 0% means no effect; nearly all actives have a fitted effect of over 35% in size
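ERSR induction read as luciferase luminescence (Bright-Glo, 10 min at room temperature) in stably transfected human U87-MG glioma cells exposed to compounds for 16 h, using GRP78 as sensor.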
POLI inh – inhibitors of human DNA polymerase iota. 390,000 compounds, 1% hits. Pol iota fluorescent replication assay, 10 min. Q9UNA4. Potency, µM (doses to about 115 µM), for inactives: top-dose activity, negative = inhibition, actives largely listed as inhibitors; further: potency means the concentration at half of the fitted maximal effect
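Fluorescent replication assay read twice, at 0 min and 10 min after adding 50 nM (final) substrate. Enzyme (10 nM) and compounds were first incubated 15 min at room temperature; enzyme-free buffer wells were negative controls.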
BLM inh – inhibitors of human Bloom syndrome helicase BLM; P54132; recombinant BLM DNA unwinding, fluorescence dequenching; Potency, µM (titrated, usually from 56.1 µM), for inactives: top-dose activity change, negative = inhibition, actives largely listed as inhibitors; 350,000 compounds, 0.2% hits;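 further: potency means the concentration at half of the fitted maximal effect; plate controls were vehicle for no effect and no enzyme for full effect; nearly all actives have a fitted effect of over 35% in size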
Pol eta inh – inhibitors of human DNA polymerase eta; Q9Y253; 390,000 compounds, 1.2% hits; AID 588591; Potency, µM (top dose mostly 114 µM), for the others: at the top dose activity change, negative = inhibition, actives largely listed as inhibitors; recombinant Pol eta, fluorescent DNA replication assay; further: potency means the concentration at half of the fitted maximal effect; on the % scale 0 is the no-effect control and ±100 the full control effect
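Fluorescent replication assay: 50 nM final substrate added after a 15 min room-temperature compound preincubation with 10 nM enzyme. Signal taken at 0 min and again at 10 min.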
Anesthetic bind – candidate novel general anesthetic via apoferritin binding. apoferritin/1-aminoanthracene competitive binding, fluorescence. Potency, µM (highest dose often 77.5 µM), without a hit: at the highest dose activity change, negative = displacement, hits mostly inhibitors. 350,000 compounds, 0.074% hits. AID 485281; further: potency means the concentration at half of the fitted maximal effect; on the % scale 0 is the no-effect control and ±100 the full control effect; nearly all actives have a fitted effect of over 20% in size
Target sequence (P02791 2-175 limits assumed): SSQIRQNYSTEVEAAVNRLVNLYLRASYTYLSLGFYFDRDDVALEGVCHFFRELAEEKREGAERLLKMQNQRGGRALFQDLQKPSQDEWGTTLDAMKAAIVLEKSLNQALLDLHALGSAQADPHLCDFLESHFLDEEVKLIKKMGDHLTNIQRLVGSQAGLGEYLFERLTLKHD
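Horse-spleen apoferritin (10 uM) in 50% saturated 1-aminoanthracene in PBS was incubated 10 min at room temperature with compound. Fluorescence (ex 380, em 535 nm) was normalized to free and bound 1-AMA, with concentration-response fitted by a four-parameter Hill equation.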
* marks the source's active call; other numbers are inactive results; u = inconclusive; x = not tested or not shown; & = joins results of further samples; [ ] = remark or other dose. Unless noted, the call rests on the fitted dose curve; in most records, active means well fitted curve in the direction sought with a large enough effect; inconclusive means small, poorly fitted or top-dose-only effect, or another doubt; inactive means no such curve, though single readings can be large; an effect the other way counts as inactive or inconclusive. Only part of the results is shown; rates above refer to the full screens.

SMILES	Pol beta inh	POLK inh	APEX1 inh	LDHA block	GRP78 ERSR act	POLI inh	BLM inh	Pol eta inh	Anesthetic bind
Cc1ccc(C)c(NC(=O)Cn2c(=O)n(Cc3ccc4c(c3)OCO4)c(=O)c3ccccc32)c1	0%	-23%	x	-7	-1%	11%	-4%	-2%	2%
O=C(Cn1c(-c2cccs2)cc2cc(F)ccc21)N1CCN(c2cccc(Cl)c2)CC1	-1%	-10%	x	-9	1%	-13%	-3%	-19%	53%[activator]
COc1ccc(-c2nnc(SCC(=O)Oc3ccc(C)cc3)o2)cc1	25%	-11%	-4%	-4	-11%	0%	1%	-4%	6%
O=c1cc(N2CCc3ccccc32)[nH]c(=O)n1-c1ccc(Cl)cc1	27%	4%	2%	2	1%	23%	-2%	-12%	-5%
CN1CCN(S(=O)(=O)Cc2ccc(Cl)cc2)CC1	4%	2%	1%	-1	-4%	10%	-7%	-16%	-4%
CC(=O)N(C)c1ccc(NC(=O)/C=C/c2ccccc2Cl)cc1	23%	-17%	-7%	-5	5%	14%	-4%	-18%	u
COC(=O)c1ccc(CSc2nnc(CS(=O)Cc3ccc(Br)cc3)n2-c2ccccc2)cc1 (configuration not stated)	4%	-13%	-4%	0	-3%	-14%	5%	-20%	-9%
CSc1nc(-c2ccc(N(C)C)cc2)c(C#N)c(=O)n1C	10%	-15%	-1%	-1	-1%	-18%	-2%	-7%	-10%
Cc1cccc(N2C(=O)C(O)=C(C(=O)c3cccs3)C2c2ccc(C(C)C)cc2)n1 (configuration not stated)	14%	-14%	-3%	-5	-2%	126%[activator]	-6%	-14%	-6%
O=C(NCCc1ccccc1)[C@@H]1CC=C[C@@H]2CCN(Cc3ccccc3)C(=O)[C@@H]21	x	-5%&-2%	x	-4	2%&0%	1%&40%	x	-17%	x
CS(=O)(=O)N1CCc2cc(C(=O)OCC(=O)c3ccccc3)ccc21	1%	3%	-5%	-1	1%	10%	-3%	-5%	-18%
COc1cccc(-c2oc3ccc(C)cc3c(=O)c2O)c1	-12%	-20%	x	1	-1%	-16%	-4%	-17%	12%
Cc1ccc2oc(=O)n(CCNC(=O)Nc3ccc(C)c(F)c3)c2c1	3%	-1%	x	-13&-5	2%	6%	9%	11%	-8%
Cc1ccc(SCCC(=O)NC(C)(C)C)cc1	-23%	1%	1%	-2	-8%	14%	3%	-3%	0%
COc1ccc(Nc2nnc(SCc3cc([N+](=O)[O-])cc4c3OCOC4)s2)cc1	3%	-13%	-3%	-3	-2%	11%	0%	-7%	-23%
Cc1cc(C)cc(NC(=O)N2CCC(c3nc4ccccc4o3)CC2)c1	-17%	-5%	9%	3	-6%	-4%[58.9 µM]	-2%	-8%	-16%
CCOc1cc(C2Nc3ccccc3C(=O)N2c2ccccc2)ccc1O (configuration not stated)	22%	-9%	-2%	-5	10%	1%	-2%	-6%	-11%
CCOC(=O)CSc1nc(C2CC2)cc(-c2ccc(F)cc2)c1C#N	1%	-5%	-7%	0	2%	29%	-8%	-6%	-21%
COc1ccccc1Oc1ccc(S(=O)(=O)NCc2ccccn2)cc1	3%	-7%	-1%	-8	2%	25%	1%	-14%	-13%
Cc1ccc(C)c(NC(=O)CCN2CCc3ccccc3C2)c1	-9%	0%	u	-1	2%	33%	0%	-20%	-6%
CCOc1ccc(C(=O)N(Cc2ccc(OC)cc2)Cc2cc3cc(OC)ccc3[nH]c2=O)cc1	-1%	-14%	0%	-10	-2%	9%	-2%	-8%	-12%
O=C(NCC(c1cccs1)N1CCOCC1)c1cc([N+](=O)[O-])ccc1Cl (configuration not stated)	-4%	0%	25%	-2	-4%	5%	-13%	-22%	-1%
O=C(NCCN1CCOCC1)c1cccc(S(=O)(=O)Nc2ccc(F)cc2)c1	x	-2%	4%	-10	-5%	-17%	x	-9%	x
COc1ccc(S(=O)(=O)NCC2CCC(C(=O)NCCC(C)C)CC2)cc1 (configuration not stated)	-1%	6%	1%	-3	-3%	3%	1%	-13%	5%
Cc1cccc(N(C)S(=O)(=O)c2ccc(-c3cc(C)no3)s2)c1	-5%&2%	8%&1%	32%	3&-3	-3%&-2%	7%&1%	-8%&-5%	-22%&1%	-9%&-10%
CCC(C)N(C(=O)COC(=O)CCc1c[nH]c2ccccc12)C1CCS(=O)(=O)C1 (configuration not stated)	3%	-2%	18%	1	-2%	8%	-1%	-20%	-8%
CCc1nnc(NC(=O)CSc2ccc(-c3cccs3)nn2)s1	2%	-7%	-10%	-5	2%	41%[activator]	-8%	-4%	u
CCOC(=O)c1cnc2c(C#N)cnn2c1N	55%[activator]	-7%	9%	-1	-5%	83%[activator]	-1%	-18%	4%
COCCNC(=S)NNC(=O)CSCc1ccc(Cl)cc1Cl	22%	-11%	1%	-12	-5%	58%[activator]	-7%	3%	-18%
CCOc1ccc(/C=N/NC(=O)c2cc(-c3cccn3C)n[nH]2)cc1	17%	-13%	-4%	-12	-1%	45%[activator]	-7%	-5%	u

Limited to GRP78 ERSR act (2 entries from above):
SMILES | GRP78 ERSR act
CCC(C)N(C(=O)COC(=O)CCc1c[nH]c2ccccc12)C1CCS(=O)(=O)C1 (configuration not stated) | -2%
CCc1nnc(NC(=O)CSc2ccc(-c3cccs3)nn2)s1 | 2%

Next part
SMILES	Pol beta inh	POLK inh	APEX1 inh	LDHA block	GRP78 ERSR act	POLI inh	BLM inh	Pol eta inh	Anesthetic bind
N#Cc1cc2c(nc1SC1CC(=O)N(c3ccccc3)C1=O)CCC2 (configuration not stated)	1%	-7%	-7%	-6	-10%	176%[activator]	-3%	-22%	-7%
CCC(=O)C1=C(O)C(c2cccc(Oc3ccccc3)c2)CCC1=O (configuration not stated)	11%	-15%	-2%	0	-1%	-12%	-6%	-7%	-11%
Cc1nn2c(-c3cccc(NC(=O)c4ccc(Cl)cc4)c3)nnc2c2ccccc12	-18%	-24%	x	-9	-6%	-4%	-1%	0%	8%
NS(=O)(=O)c1ccc(CCNC(=O)/C=C/c2cccc([N+](=O)[O-])c2)cc1	15%	-20%	14%	-15	-5%	6%	4%	-2%	-7%
O=C(NCCCO)C(=O)Nc1cc2c3c(c1)CCN3C(=O)CC2	19%	-20%	-8%	-13	-1%	-10%	0%	-13%	90%[activator]
COc1cccc(CNC(=O)C(=O)NCC2CCCO2)c1 (configuration not stated)	-21%	4%	10%	-7	3%	25%	3%	-17%	4%
Cn1c(=O)[nH]c2c(c(C(=O)O)nn2C)c1=O	x	-18%	x	1	-4%	-9%	x	-7%	x
O=C(CCC1CCCC1)NCCS(=O)(=O)N1CCN(c2ccccc2F)CC1	x	4%	-1%	-4	-3%	-1%	x	-9%	x
CCSc1nc(C)c(C)c(=O)[nH]1	6%	-13%	67%[activator]	-2	-4%	5%	-2%	-18%	3%
COCCCN(C(=O)C1CCCCC1)c1c(N)n(Cc2ccccc2)c(=O)[nH]c1=O	x	-9%	2%	-5	-4%	10%	x	-21%	x
COCc1cc(=O)[nH]c(SCCS(=O)(=O)c2ccc(C)cc2)n1	7%	-8%	9%	-4	-3%	125%[activator]	-5%	1%	7%
N#CC(=C(\N)Sc1ccccc1N)/C(C#N)=C(/N)Sc1ccccc1N	14%[57.1 µM]	-18%[60.1 µM]	-5%	x	-5%	0%[58.9 µM]	x	-7%[57.1 µM]	x
O=C1N2CCCc3cccc(c32)C12Nc1ccccc1S2 (configuration not stated)	-10%	-13%	-1%	2	-3%	1%	-5%	-15%	u
COc1ccc(OC)c(NC(=O)CSc2nc(C)cs2)c1	5%	-1%[60.1 µM]	0%	-11	1%	4%	-1%	-3%	4%
CCc1ccccc1NC(=O)C(C)n1nc(-c2ccc(C)c(C)c2)ccc1=O (configuration not stated)	u	-22%	x	-7	1%	u	-11%	-5%	u

Copied from the list.
LDHA block with COc1cccc(CNC(=O)C(=O)NCC2CCCO2)c1 (configuration not stated) → -7
POLK inh with Cc1nn2c(-c3cccc(NC(=O)c4ccc(Cl)cc4)c3)nnc2c2ccccc12 → -24%

Continued:
SMILES	Pol beta inh	POLK inh	APEX1 inh	LDHA block	GRP78 ERSR act	POLI inh	BLM inh	Pol eta inh	Anesthetic bind
Cc1ccc(CNc2nc3c(S(=O)(=O)c4ccccc4)nnn3c3ccsc23)cc1	2%	3%	x	1	1%	17%	0%	-11%	-4%
CC1CN(C(=O)CCC(=O)NCc2ccccn2)c2ccccc2O1 (configuration not stated)	7%	0%	13%	-4	-2%	-1%	-1%	-11%	-6%
COC(=O)C1=C(CS(=O)(=O)c2ccc(OC)cc2)NC(=O)NC1c1ccccc1 (configuration not stated)	4%	-11%	-4%	-5	-2%	12%	1%	-21%	11%
COc1cc(C(=O)Nc2ccc(C(N)=O)cc2)c([N+](=O)[O-])cc1OC	6%	-23%	31%[activator]	-6	-4%	4%	-12%	-17%	-1%
Cc1cc(NC(=O)c2ccc(Br)cc2)nc(C)n1	-11%	3%	0%	-8	1%	115%[activator]	2%	-20%	-10%
COc1ccc(S(=O)(=O)C(C#N)c2nc3ccccc3nc2N2CCCC(C)C2)cc1 (configuration not stated)	-6%	-11%	-9%	-1	-4%	12%	-16%	-6%	-10%
CCNS(=O)(=O)c1ccc(NC(=O)c2ccc(Cn3cc([N+](=O)[O-])cn3)o2)cc1	4%	-7%	-15%	-11	2%	-4%	6%	-1%	-12%
CC(C(=O)Nc1ccccc1)N(C)Cc1cccs1 (configuration not stated)	13%	7%	6%	-5	-3%	36%[activator]	-6%	-19%	-13%
O=C(Nc1ccccc1-c1ccccc1)c1ccco1	5%	-6%	6%	-2	-5%	5%	0%	-5%	-16%
COc1cc(CN2CCCN(C)CC2)cc([N+](=O)[O-])c1O	11%	-2%	-9%	-14	-1%	63%[activator]	-2%	-1%	-9%
COc1ccc(NC(=O)Cn2ncc3c2-c2ccccc2OC3)cc1Cl	-1%	-2%	x	-11	-2%	30%	-1%	-13%	-3%
